EBI2 antag: EBI2 receptor antagonists, beta-arrestin recruitment, primary screen, cell-based, luminescence, 7a,25-OHC stimulation, uHTS. G-protein coupled receptor 183 (Homo sapiens), P32249. 7a,25-OHC stimulated. inhibition, % at 5 µM. hit rate 0.81% among 360,000; in the data active = inhibition above about 38%;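 note: enzyme fragment complementation signal reports receptor beta-arrestin coupling in cells; 0% = agonist plus DMSO wells and 100% = wells without agonist; some results beyond the cut were filed as inactive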
Target sequence (P32249 whole entry, looked up, the tested form may be a part): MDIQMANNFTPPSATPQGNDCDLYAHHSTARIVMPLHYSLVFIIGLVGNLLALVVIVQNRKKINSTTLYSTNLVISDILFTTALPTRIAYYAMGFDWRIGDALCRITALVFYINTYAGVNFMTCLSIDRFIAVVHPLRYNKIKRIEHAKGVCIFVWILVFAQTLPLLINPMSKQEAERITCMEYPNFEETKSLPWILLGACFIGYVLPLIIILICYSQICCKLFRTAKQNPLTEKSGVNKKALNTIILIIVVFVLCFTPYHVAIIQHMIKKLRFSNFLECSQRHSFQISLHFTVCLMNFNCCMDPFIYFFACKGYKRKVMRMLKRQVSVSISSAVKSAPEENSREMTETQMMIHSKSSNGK
APJ antagonist: antagonists of human apelin receptor APJ, primary screen, CHO-K1 cells, beta-arrestin complementation, luminescence. P35414. inhibition, % at 20 µM. hit rate 0.32% among 330,000. AID 2521, 2010;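 active = inhibition above about 40% at 20 µM, limit read from the data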;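 note: cells challenged with 10 nM apelin-13 agonist together with compound; plate controls were apelin-13 plus DMSO wells for no effect and DMSO wells lacking apelin-13 for full effect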
CCR6 antag: CCR6 receptor antagonists, primary screen, cell-based, CHO-K1, luminescence, beta-arrestin, uHTS; hit rate 0.49% among 340,000; C-C chemokine receptor type 6 (Homo sapiens), P51684; CHO-K1 CCR6 PathHunter beta-arrestin, CCL20-stimulated; inhibition, % at 20 µM;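 active = compounds whose inhibition of the agonist-driven luminescence signal at 20 µM reaches about 50%, limit read from the data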;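 note: cells stimulated with CCL20 at 14 nM final; plate controls were DMSO with CCL20 for no effect and DMSO without agonist for full effect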
Target sequence (P51684 whole entry, looked up): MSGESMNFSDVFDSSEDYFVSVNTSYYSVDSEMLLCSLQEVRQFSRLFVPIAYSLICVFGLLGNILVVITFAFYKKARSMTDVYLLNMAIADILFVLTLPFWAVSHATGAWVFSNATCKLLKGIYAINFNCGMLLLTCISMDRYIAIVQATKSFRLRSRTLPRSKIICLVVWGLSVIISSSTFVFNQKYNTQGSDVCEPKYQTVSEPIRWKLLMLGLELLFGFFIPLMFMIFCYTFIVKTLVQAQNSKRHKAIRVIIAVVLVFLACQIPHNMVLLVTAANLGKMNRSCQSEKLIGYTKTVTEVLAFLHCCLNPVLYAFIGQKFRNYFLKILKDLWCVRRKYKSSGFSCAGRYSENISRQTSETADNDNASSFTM
CXCR6 block: CXCR6 receptor inhibitors, primary screen, cell-based, beta-arrestin, luminescence, CHO-K1 PathHunter, 1536-well; C-X-C chemokine receptor type 6 (Homo sapiens), O00574; inhibition, % at 20 µM; hit rate 0.36% among 360,000; AID 602244, 2012; in the data active = inhibition above about 34%, passing the limit was not always enough;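 note: antagonist mode with CXCL16 agonist at 10 nM final; 0% = 10 nM CXCL16 with DMSO and 100% = unstimulated wells without agonist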
Target sequence (O00574 whole entry, looked up): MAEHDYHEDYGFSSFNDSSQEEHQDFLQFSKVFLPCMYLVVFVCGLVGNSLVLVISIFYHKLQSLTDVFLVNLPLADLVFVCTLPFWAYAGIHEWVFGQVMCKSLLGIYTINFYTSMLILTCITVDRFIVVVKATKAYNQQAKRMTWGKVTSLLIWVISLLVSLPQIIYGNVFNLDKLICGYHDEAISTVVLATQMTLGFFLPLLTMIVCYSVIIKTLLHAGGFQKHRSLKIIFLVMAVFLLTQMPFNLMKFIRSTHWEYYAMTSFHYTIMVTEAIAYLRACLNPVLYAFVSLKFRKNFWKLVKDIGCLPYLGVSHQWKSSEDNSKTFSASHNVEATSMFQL
UPR XBP1 act: activators of adaptive XBP1 UPR arm, primary screen, cell-based, CHO-XBP1 luciferase reporter, luminescence, uHTS; AID 463104, 2010; activation, % at 20 µM; IRE1-XBP1 UPR activation; percent of tunicamycin response, DMSO as zero; hit rate 0.33% among 330,000;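 active = versus positive control, 20 µM dose yields 30% or more activation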;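 note: 100% = tunicamycin at 10 µg/mL and 0% = DMSO only wells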
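Material: CHO-XBP1 cells stably carrying IRE1-XBP1-driven luciferase reporter | Medium: F12 with 10% serum | Compound dosing: 20 µM single concentration, DMSO 1% | Incubation: Overnight seeding at 37 °C, 6 h compound treatment at 37 °C | Detection: Steady-Glo luminescence read | Read-out basis: % activation of reporter signal versus tunicamycin and DMSO controls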
Mdm2 MdmX PPI: inhibitors of human Mdm2-MdmX association, primary screen, cell-based, luminescence, split luciferase, SaOS-2, uHTS | SaOS-2 split-luciferase Mdm2/MdmX complementation | inhibition, % at 8 µM | hit rate 3% among 330,000 | AID 485346, 2010;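 active = inhibition of at least 50% at 8 µM in the primary screen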
tim23-1 inh: growth inhibitors of tim23-1 mutant yeast, primary screen, luminescence, uHTS | S. cerevisiae tim23-1 growth, BacTiter-Glo luminescence, 24 h | inhibition, % at 20 µM | hit rate 1.3% among 330,000;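 active = growth inhibition of the mutant yeast at or above 50%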;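 note: temperature-sensitive mutant grown at 25 °C; plate controls were DMSO-treated mutant yeast for no effect and medium wells lacking yeast for full effect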
CHOP UPR activ: activators of apoptotic CHOP UPR arm, primary screen, cell-based, CHO-CHOP luciferase reporter, luminescence, uHTS | UPR activation; percent of tunicamycin response over DMSO baseline | activation, % at 10 µM | hit rate 0.34% among 330,000 | AID 449763, 2010;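 active = at 10 µM dose, activation of 40% or more, normalized to positive control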;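 note: 100% = tunicamycin at 10 µg/mL and 0% = DMSO alone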
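Dosing – one dose, 10 µM in 0.5% DMSO · System – CHO-CHOP cells, stable luciferase reporter of PERK-eIF2a-CHOP signalling · Input – 500 cells/well · Control set – tunicamycin 10 µg/mL final as positive, DMSO-only wells as negative · Timing – 6 h compound treatment, 37 °C · Measure – % activation vs tunicamycin · Technique – luminescence read with Steady-Glo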
APJ agonist: agonists of human apelin receptor APJ, primary screen, CHO-K1 cells, PathHunter beta-arrestin, luminescence; activation, % at 20 µM; 0% DMSO wells, 100% apelin; AID 2520, 2010; hit rate 0.11% among 330,000; P35414;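 active = activation more than six SD over the plate average, tested at 20 µM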;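 note: 0% = DMSO alone and 100% = apelin-13 at 10 nM; some results filed as inactive read as strong as hits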
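Test system: CHO-K1 APJ beta-arrestin complementation cell line | Compound: Single test compound dose, 20 µM final, 1% DMSO | Incubation: Compound 90 min 25 °C, reagent 1 h | Measured by: beta-gal luminescence | Read-out basis: APJ–arrestin association signal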
The depositor's hits bear a star; . = not tested or not shown.

Labels used below: A = EBI2 antag; B = APJ antagonist; C = CCR6 antag; D = CXCR6 block; E = UPR XBP1 act; F = Mdm2 MdmX PPI; G = tim23-1 inh; H = CHOP UPR activ; I = APJ agonist
CCOC1=NN(c2ccc(Cl)cc2)C(=O)/C1=C\N(C)C
  A: 6; B: -16; C: 3; D: -4; E: 2; F: -16; G: 8; H: 0.7; I: 0
CCCOc1ccc(N2C(=O)CC(N(CCc3ccccc3)C(=O)c3ccccc3)C2=O)cc1 (stereo not given)
  A: 6; B: 6; C: 6; D: -4; E: -1; F: 2; G: 10; H: 1.5; I: -2
CN(C)CCOc1ccc2ccccc2c1
  A: 1; B: 0; C: 5; D: -3; E: -5; F: 3; G: 8; H: -0.6; I: -3
c1nc(N2CCCCCC2)c2[nH]cnc2n1
  A: -11; B: -68; C: 6; D: -9; E: 3; F: 13; G: 23; H: -2.3; I: -3
O=C(Nc1ccc2nc(-c3ccco3)c(-c3ccco3)nc2c1)N1CCCCCC1
  A: .; B: -32; C: 48; D: .; E: -2; F: 18; G: -13; H: 4.8; I: -2
CCn1ccnc1CN1CCCC(C(=O)c2ccc3c4c(cccc24)CC3)C1 (stereo not given)
  A: 1; B: -5; C: 18; D: -4; E: -2; F: 16; G: 35; H: 0.0; I: -3
CCOc1ccc(CCNC(=O)C2CC(C)=CCC2C(=O)O)cc1OCC (stereo not given)
  A: -4; B: -12; C: 4; D: -1; E: 0; F: 7; G: 14; H: -1.3; I: 5
NN1C(=O)NC(c2ccccc2)(c2ccccc2)C1=O
  A: -10; B: 9; C: -1; D: -2; E: -2; F: -18; G: -2; H: 1.2; I: -4
CCOc1ccccc1C(=O)OCC(=O)NCCNC(=O)COC(=O)c1ccccc1OCC
  A: -4; B: -12; C: 4; D: -5; E: -2; F: -5; G: 14; H: -1.7; I: -5
COc1ccc(-c2cc(=O)[nH][nH]2)cc1OC
  A: 1; B: 23; C: -6; D: 4; E: 0; F: 1; G: 3; H: 0.6; I: -5
COc1ccc(S(=O)(=O)N(CC(=O)NCc2ccncc2)c2ccc(C)cc2)cc1Br
  A: 13; B: -16; C: 8; D: 2; E: 0; F: 22; G: 19; H: -0.7; I: 1
CC1CC(C)CN(C(=O)C(C)N(C)CC(=O)Nc2ccc(F)cc2)C1 (stereo not given)
  A: 7; B: -1; C: -1; D: 0; E: -2; F: 5; G: 10; H: -1.2; I: -6
C#CCOc1ccccc1/C=C1/C(=O)ON=C1C
  A: 0; B: -2; C: 0; D: -5; E: -1; F: 10; G: 17; H: 3.7; I: -3
CCOC(=O)c1[nH]c(C)c(C(=O)OCc2c(C)noc2C)c1C
  A: 11; B: -7; C: 15; D: 1; E: 0; F: 36; G: 4; H: 0.1; I: 8
COC(=O)N[C@H](CC(C)=O)c1cccc(C(F)(F)F)c1
  A: -8; B: 22; C: 7; D: 2; E: 2; F: -26; G: 8; H: 3.4; I: 5
Cc1ccccc1-n1c(SCC(=O)NCc2cccs2)nnc1-c1ccncc1
  A: 2; B: 7; C: -10; D: 4; E: -1; F: 20; G: 10; H: -0.2; I: -3
CCOc1ccc(S(=O)(=O)Nc2ccc3c(c2)n(C)c(=O)n3C)cc1
  A: -11; B: 9; C: 5; D: -12; E: -5; F: -11; G: -2; H: 2.4; I: 1
CC(=O)NC(C)c1nc2ccccc2n1CC(=O)NC(C)CCc1ccccc1 (stereo not given)
  A: 3; B: -15; C: -2; D: 3; E: -2; F: 18; G: 16; H: -2.6; I: -1
CC(=O)NNc1cc(=O)c2c(=O)n(C)c(=O)n(C)c2[nH]1
  A: 3; B: 28; C: -1; D: -4; E: 6; F: -7; G: -3; H: -0.9; I: -3
CCOC(=O)c1ccc(NC(=O)c2nc[nH]c2C(=O)NCc2ccccc2)cc1
  A: -10; B: 12; C: 18; D: 15; E: 3; F: 33; G: 42; H: -1.3; I: 9
CCOC(=O)C(NC(=O)Nc1ccc(Cl)cn1)(Oc1ccccc1)C(F)(F)F (stereo not given)
  A: -2; B: 10; C: 1; D: 0; E: -2; F: 12; G: 10; H: 1.8; I: -2
Cc1ccc(C(=O)Oc2ccccc2N2C(=O)C3CCC(C)CC3C2=O)cc1 (stereo not given)
  A: 6; B: 12; C: -3; D: 6; E: -2; F: 7; G: 46; H: 0.2; I: -2
O=C(OCc1cccc(Cl)c1)c1cc([N+](=O)[O-])ccc1N1CCOCC1
  A: 22; B: 11; C: 25; D: 0; E: 2; F: 14; G: 14; H: 0.7; I: -7
Cc1cc(C)c2oc(C(=O)NC3CCS(=O)(=O)C3)cc(=O)c2c1 (stereo not given)
  A: 1; B: 17; C: 7; D: -9; E: 0; F: 11; G: -1; H: 1.4; I: 0
CCOc1ccc(NC(=O)CSc2n[nH]c(N)n2)c([N+](=O)[O-])c1
  A: -10; B: -21; C: -3; D: -7; E: -1; F: 5; G: 9; H: 4.4; I: -1

Shown bar-delimited: 8 of the compounds above
Structure | EBI2 antag | APJ antagonist | CCR6 antag | CXCR6 block | UPR XBP1 act | Mdm2 MdmX PPI | tim23-1 inh | CHOP UPR activ | APJ agonist
CCOC1=NN(c2ccc(Cl)cc2)C(=O)/C1=C\N(C)C | 6 | -16 | 3 | -4 | 2 | -16 | 8 | 0.7 | 0
CCCOc1ccc(N2C(=O)CC(N(CCc3ccccc3)C(=O)c3ccccc3)C2=O)cc1 (stereo not given) | 6 | 6 | 6 | -4 | -1 | 2 | 10 | 1.5 | -2
CN(C)CCOc1ccc2ccccc2c1 | 1 | 0 | 5 | -3 | -5 | 3 | 8 | -0.6 | -3
c1nc(N2CCCCCC2)c2[nH]cnc2n1 | -11 | -68 | 6 | -9 | 3 | 13 | 23 | -2.3 | -3
O=C(Nc1ccc2nc(-c3ccco3)c(-c3ccco3)nc2c1)N1CCCCCC1 | . | -32 | 48 | . | -2 | 18 | -13 | 4.8 | -2
CCn1ccnc1CN1CCCC(C(=O)c2ccc3c4c(cccc24)CC3)C1 (stereo not given) | 1 | -5 | 18 | -4 | -2 | 16 | 35 | 0.0 | -3
CCOc1ccc(CCNC(=O)C2CC(C)=CCC2C(=O)O)cc1OCC (stereo not given) | -4 | -12 | 4 | -1 | 0 | 7 | 14 | -1.3 | 5
NN1C(=O)NC(c2ccccc2)(c2ccccc2)C1=O | -10 | 9 | -1 | -2 | -2 | -18 | -2 | 1.2 | -4

The results go on:
Labels used below: A = EBI2 antag; B = APJ antagonist; C = CCR6 antag; D = CXCR6 block; E = UPR XBP1 act; F = Mdm2 MdmX PPI; G = tim23-1 inh; H = CHOP UPR activ; I = APJ agonist
CCOC(=O)c1nnc(-c2ccccc2)nc1Sc1c(Cl)cccc1Cl
  A: 29; B: -12; C: 11; D: 23; E: 47*; F: 34; G: 37; H: 26; I: -3
COc1ccc(N2CC(C(=O)NNC(=O)c3ccc(Br)cc3)CC2=O)c(OC)c1 (stereo not given)
  A: -9; B: -25; C: -8; D: 3; E: -5; F: -14; G: 5; H: 1.3; I: 3
CCOC(=O)Cn1nc(C)c(NC(=O)COc2ccccc2)c1C
  A: -6; B: 12; C: -13; D: 0; E: 2; F: -1; G: 2; H: 0.4; I: -1
O=C(Nc1ccccc1C(F)(F)F)N1CCCC(O)C1 (stereo not given)
  A: 1; B: 3; C: 3; D: 1; E: 3; F: -1; G: -3; H: -2.1; I: -2
COC(=O)C1=C(C(=O)OC)[C@@H]2N(C)c3ccc(OC)cc3[C@@]23C[C@@H](C(=O)OC)N(S(=O)(=O)c2ccc([N+](=O)[O-])cc2)C3=N1
  A: -22; B: -128; C: -5; D: -16; E: 0; F: 16; G: -8; H: 2.0; I: 17
Cc1ccc(-c2csc(NC(=O)CSC3=NCCS3)n2)cc1
  A: 22; B: 2; C: 3; D: -3; E: 2; F: 1; G: 31; H: 4.7; I: 0
Cc1cc(C)cc(NC(=O)NCc2ccccn2)c1
  A: -11; B: -50; C: 0; D: 4; E: -4; F: 12; G: -8; H: -1.6; I: -3
COC1C/C(=N\O)C2OC(c3ccccc3)OCC2O1 (stereo not given)
  A: -3; B: 7; C: 18; D: -1; E: -3; F: 5; G: -1; H: -0.2; I: -4
CCOc1ccc(C(=O)Nc2cc(C)c3c(=O)oc4ccccc4c3n2)cc1
  A: 2; B: -13; C: 13; D: 6; E: 52*; F: 65*; G: 5; H: -0.2; I: -2
c1nc(NCc2ccc3c(c2)OCO3)c2cc(-c3ccc4c(c3)OCCO4)ccc2n1
  A: -7; B: -1; C: 16; D: -3; E: -1; F: 27; G: 34; H: -0.4; I: -3
CCN(CC)S(=O)(=O)c1cccc(C(=O)Nc2cc(C)cc(C)c2)c1
  A: 18; B: 6; C: 5; D: 0; E: -3; F: 6; G: -13; H: 2.7; I: -1
CSc1nsc(/C=C/Nc2ccc(C(=O)O)cc2)c1C#N
  A: -2; B: -10; C: 18; D: -1; E: 0; F: 11; G: 39; H: 1.0; I: -2
Cc1ccc(NC(=S)NCCc2ccc(Cl)cc2)c(C)c1
  A: 14; B: 15; C: 26; D: 2; E: -2; F: 0; G: 36; H: 2.0; I: -1
CC(C)CCN1C(=O)c2ccccc2C1C(=O)NCc1cccnc1 (stereo not given)
  A: 0; B: -13; C: 5; D: -14; E: 2; F: 9; G: 20; H: 0.0; I: -2
COc1ccc(C(=O)N2CC3(CC(c4ccc(Cl)cc4)=NO3)C[C@H]2C(=O)NCC(N)=O)cc1 (stereo not given in full)
  A: -9; B: 2; C: -3; D: 2; E: -2; F: 7; G: -3; H: 1.8; I: -1
CC(C)(C)OC(=O)N[C@@H](C(=O)OC(C)(C)C)c1ccccc1
  A: -27; B: 10; C: 8; D: 0; E: 0; F: -9; G: 24; H: 1.2; I: -2
C=CC(C)(O)CCC=C(C)C (stereo not given)
  A: -4; B: 7; C: 0; D: -2; E: -2; F: 34; G: 10; H: 2.4; I: -3
CN(C)C(=O)c1ccc(-c2cc3onc(-c4ccccc4)c3c(=O)n2C)cc1
  A: -36; B: 17; C: 9; D: -3; E: -3; F: -65; G: -3; H: 0.2; I: 1
O=c1c(Cc2c(F)cccc2Cl)c(O)ccn1C1CC1
  A: -5; B: 5; C: 12; D: -5; E: 3; F: 1; G: 13; H: -0.4; I: -3
Cc1nc(SCC(=O)N(C)C2CCS(=O)(=O)C2)c(C#N)c(C)c1C (stereo not given)
  A: -6; B: -2; C: 7; D: -1; E: -1; F: -18; G: 17; H: -1.3; I: -3
S=C(NCc1ccc(Cl)cc1Cl)Nc1ccccc1
  A: -3; B: -15; C: 3; D: -16; E: -3; F: 33; G: 43; H: -0.4; I: 0

Screening results: PubChem BioAssay, Sanford-Burnham Center for Chemical Genomics

An excerpt; count on the stated rates, not on these rows.
